Pol eta inh – blocks human DNA polymerase eta activity | recombinant Pol eta, fluorescent DNA replication assay | Q9Y253 | Potency, µM (doses to about 114 µM), for the others: at the top dose activity change, negative = inhibition, actives largely listed as inhibitors | AID 588591 | actives 1.2% (n = 390,000); note: potency is the fitted concentration of half-maximal effect; % is set by controls: 0 for no effect and ±100 for the full control effect
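Pol eta at 10 nM preincubated with compounds 15 min at room temperature; reaction started with fluorescent substrate (50 nM final) and read kinetically at 0 and 10 min.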
RXFP1 antagonist – antagonists of human relaxin receptor RXFP1. HEK293-RXFP1, relaxin-stimulated cAMP HTRF, 30 min; stronger effect = lower value. activity change, negative = inhibition, % at 57.5 µM. actives 0.59% (n = 350,000). AID 1259400;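 active = activity change of -60% or lower, but not beyond a set lower limit; inconclusive = change between -60% and -40%, or beyond the set limit; inactive = change above -40%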; note: % is set by controls: 0 for no effect and ±100 for the full control effect
POLB inh – inhibitors of human DNA polymerase beta | P06746 | Pol beta primer extension/strand displacement, fluorescence kinetic | Potency, µM (series often up to 114 µM), for the others: at the highest dose activity change, negative = inhibition, hits mostly inhibitors | actives 1.3% (n = 340,000); note: potency is the fitted concentration of half-maximal effect; % is set by controls: 0 for no effect and ±100 for the full control effect
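Enzyme-only controls used 10 nM Pol beta; buffer lacking enzyme served as negative control. Compound preincubated 15 min, then 50 nM substrate added; 0 and 10 min reads at room temperature.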
APE1 inh – inhibitors of human APE1 endonuclease | AID 2517 | actives 0.35% (n = 350,000) | P27695 | Potency, µM (highest dose often 65.8 µM), without a hit: top-dose activity change, negative = inhibition, actives largely listed as inhibitors | recombinant APE1, TAMRA/BHQ-2 abasic DNA cleavage fluorescence;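 note: potency is the fitted concentration of half-maximal effect; plate controls were vehicle for no effect and reference inhibitor for full effect; nearly all actives have a fitted effect of over 55% in size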
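Activity was derived from the fluorescence gain between first and third kinetic reads (60 s intervals, ex 525/em 598 nm) after 50 nM THF-abasic TAMRA/BHQ-2 duplex was added to 0.75 nM APE1 preincubated 15 min with compound.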
POLI inh – blocks human DNA polymerase iota activity; Q9UNA4; Pol iota fluorescent replication assay, 10 min; Potency, µM (titrated, usually from 115 µM), for inactives: at the top dose activity, negative = inhibition, most hits filed as inhibitors; actives 1% (n = 390,000); note: potency is the fitted concentration of half-maximal effect
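Fluorescent replication assay read twice, at 0 min and 10 min after adding 50 nM (final) substrate. Enzyme (10 nM) and compounds were first incubated 15 min at room temperature; enzyme-free buffer wells were negative controls.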
Apoferritin bind – candidate novel general anesthetic via apoferritin binding; apoferritin/1-aminoanthracene competitive binding, fluorescence; Potency, µM (top dose mostly 77.5 µM), inactives show top-dose activity change, negative = displacement, most hits filed as inhibitors; actives 0.074% (n = 350,000); note: potency is the fitted concentration of half-maximal effect; % is set by controls: 0 for no effect and ±100 for the full control effect; nearly all actives have a fitted effect of over 20% in size
Target sequence (P02791 2-175 limits assumed): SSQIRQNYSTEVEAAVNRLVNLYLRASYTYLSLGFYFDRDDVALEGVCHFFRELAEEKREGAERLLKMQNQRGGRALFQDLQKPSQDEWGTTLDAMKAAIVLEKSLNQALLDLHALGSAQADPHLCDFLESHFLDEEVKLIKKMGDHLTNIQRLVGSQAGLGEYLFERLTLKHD
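Horse-spleen apoferritin (10 uM) in 50% saturated 1-aminoanthracene in PBS was incubated 10 min at room temperature with compound. Fluorescence (ex 380, em 535 nm) was normalized to free and bound 1-AMA, with concentration-response fitted by a four-parameter Hill equation.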
POLK inh – inhibitors of human DNA polymerase kappa; Q9UBT6; purified Pol kappa, fluorescent DNA synthesis assay, 10 min; Potency, µM (series often up to 107 µM), for the others: at the highest dose activity, negative = inhibition, most hits filed as inhibitors; actives 0.53% (n = 400,000); note: potency is the fitted concentration of half-maximal effect; % is set by controls: 0 for no effect and ±100 for the full control effect
Target sequence (Q9UBT6 whole entry, looked up): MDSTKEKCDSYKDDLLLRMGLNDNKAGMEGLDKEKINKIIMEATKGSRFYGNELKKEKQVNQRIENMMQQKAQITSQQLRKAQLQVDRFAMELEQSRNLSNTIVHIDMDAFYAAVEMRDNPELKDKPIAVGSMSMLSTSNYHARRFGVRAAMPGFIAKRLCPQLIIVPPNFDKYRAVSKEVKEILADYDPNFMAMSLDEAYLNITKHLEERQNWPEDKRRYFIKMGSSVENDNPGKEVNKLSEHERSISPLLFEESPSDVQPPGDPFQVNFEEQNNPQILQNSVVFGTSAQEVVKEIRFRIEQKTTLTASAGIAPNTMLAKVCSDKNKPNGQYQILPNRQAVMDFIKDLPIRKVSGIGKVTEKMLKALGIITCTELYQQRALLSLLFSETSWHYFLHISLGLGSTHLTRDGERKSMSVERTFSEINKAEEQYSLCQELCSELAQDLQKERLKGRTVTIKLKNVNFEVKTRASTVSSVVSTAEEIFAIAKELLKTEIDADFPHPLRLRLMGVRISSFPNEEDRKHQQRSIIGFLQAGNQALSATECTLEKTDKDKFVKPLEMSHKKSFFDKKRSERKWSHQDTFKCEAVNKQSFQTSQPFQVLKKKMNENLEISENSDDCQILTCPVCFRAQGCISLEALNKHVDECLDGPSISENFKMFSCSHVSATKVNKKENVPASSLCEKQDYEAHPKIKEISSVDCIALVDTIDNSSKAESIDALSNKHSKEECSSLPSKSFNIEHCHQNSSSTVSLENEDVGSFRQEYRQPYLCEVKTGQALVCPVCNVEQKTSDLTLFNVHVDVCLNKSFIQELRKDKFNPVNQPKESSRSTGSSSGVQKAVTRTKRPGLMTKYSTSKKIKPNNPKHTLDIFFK
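Kinetic fluorescence readout at 0 and 10 min followed reaction start with substrate at 50 nM final. Beforehand, enzyme (10 nM Pol kappa) stood 15 min with compound at room temperature; buffer-only wells were negative controls.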
BLM inh – blocks DNA unwinding by human BLM helicase. P54132. recombinant BLM DNA unwinding, fluorescence dequenching. Potency, µM (series often up to 56.1 µM), without a hit: at the highest dose activity change, negative = inhibition, usual class: inhibitors. actives 0.2% (n = 350,000). AID 2528;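 note: potency is the fitted concentration of half-maximal effect; plate controls were vehicle for no effect and no enzyme for full effect; nearly all actives have a fitted effect of over 35% in size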
PGK inhibitor – blocks T. brucei phosphoglycerate kinase. PGK/GAPDH coupled, Kinase-Glo luminescence, 60 min. Potency, µM (titrated, usually from 57.5 µM), inactives show top-dose activity change, negative = inhibition, usual class: inhibitors. actives 0.043% (n = 380,000); note: potency is the fitted concentration of half-maximal effect; % is set by controls: 0 for no effect and ±100 for the full control effect; nearly all actives have a fitted effect of over 60% in size
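Recombinant glycosomal PGK reaction used 1,3-bisphosphoglycerate generated in-well by GAPDH (100nM final) in 100mM TEA pH 7.6, 5mM MgCl2, 0.01% Tween-20. After 60 minutes at room temperature, ATP was read by Kinase-Glo Plus luminescence end-point.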
* marks the source's active call; other numbers are inactive results; i = inactive; ? = inconclusive; · = no result given; [ ] = remark or other dose. Unless noted, calls come from the whole dose curve; as a rule, active = well fitted curve in the direction sought with a large enough effect; inconclusive = small, poorly fitted or top-dose-only effect, or another doubt; inactive = no such curve, though single readings can be large; an effect the other way counts as inactive or inconclusive. The list is partial; rates above refer to the full screens.

SMILES	Pol eta inh	RXFP1 antagonist	POLB inh	APE1 inh	POLI inh	Apoferritin bind	POLK inh	BLM inh	PGK inhibitor
CCS(=O)c1ccccc1C(=O)OCC(=O)N1CCC(c2ccccc2)=N1 (stereo not given)	-3%	1	·	2%	15%	·	0%	·	i
CC(=O)Oc1ccc(C(=O)Cc2ccccn2)c(O)c1	0%	2	2%	0%	26%	-8%	-14%	1%	-9%
Cc1nc2ccc(Oc3ccccc3)cc2s1	-6%	·	·	-6%	-28%	·	-16%	·	-9%
CCSc1nnc(NC(=O)CSc2nccn2-c2cccc(C)c2C)s1	-9%	-26	1%	-3%	-15%	-21%	-17%	-6%	9%
COC(=O)c1sc(NC(=O)C2CCCCC2C(=O)O)c(C(=O)OC)c1C (stereo not given)	?	16	1%	1%	10%	-9%	-7%	-3%	-11%
C#CCOCCOCCOCCNc1nc(N2CCN(C(=O)[C@H](C(C)C)n3cc(CCO)nn3)CC2)nc(N2CCN(C(=O)[C@H]([C@@H](C)CC)n3cc(CCCN=C(N)N)nn3)CC2)n1	-14%	·	2%	?	2%	-16%	7%	10%	-4%
COc1ccc(OC)c(C(=O)c2ccc(C(=O)O)cc2)c1	2%	15	3%	-1%	3%	1%	-1%	0%	-1%
CCSc1nc2c(cnn2-c2ccc(C)cc2)c(=O)[nH]1	-17%	·	5%	-4%	26%	-6%	2%	-14%	-4%
Cc1cc(C)c(S(=O)(=O)NCCc2sc(-c3cccnc3)nc2C)c(C)c1	0%	·	12%	·	-5%	6%	-6%[60.1 µM]	-1%	2%
O=C(CCNS(=O)(=O)c1ccc2c(c1)CCC(=O)N2)Nc1ccc2c(c1)OCCO2	-3%	2	51%	-2%	-1%	-7%	-7%	2%	-1%
Cc1cc(NC(=O)COC(=O)C2=COCCO2)c([N+](=O)[O-])cc1C	-5%	-16	9%	-4%	41%[activator]	-19%	-2%	0%	-1%
O=C(COC(=O)/C=C/c1ccc(OC(F)F)cc1)Nc1ccc(S(=O)(=O)N2CCCC2)cc1	-22%	10	47%	?	23%	-23%	-7%	-10%	i
O=C(CCN1C(=O)C2C3C=CC(C3)C2C1=O)Nc1c(F)cc(F)cc1Br (stereo not given)	-30%	-2	1%	15%	-5%	3%	-15%	-3%	0%
CC(OC(=O)c1cccs1)C(=O)NCc1ccc2c(c1)OCO2 (stereo not given)	-6%	1	24%	13%	14%	-11%	-2%	0%	-1%
COc1ccc(N(CC(=O)NC(C)c2ccccc2)S(=O)(=O)c2ccc(C)cc2)cc1 (stereo not given)	-22%	-7	-20%	27%	119%[activator]	-8%	-1%	-8%	-10%
COCC(=O)Nc1nnc(Cc2ccc(OC)c(OC)c2)s1	-14%	-2	-14%	9%	12%	-6%	-9%	-3%	-7%
Cc1ccc(NC(=O)C2CCN(c3nnc(C)c4c(C)n(-c5ccccc5)nc34)CC2)cc1Cl	-11%	·	-11%	·	6%	20%	4%	-2%	-8%
COc1ccccc1CNC(=O)NCc1noc2ccc(C)cc12	-6%	-11	24%	·	0%	-10%	-4%	2%	-1%
O=C(NCCc1ccccc1)/C(=C\c1ccccc1)NC(=O)c1ccco1	-17%	4	2%	-7%	4%	-7%	-27%	-2%	1%
COc1ccccc1CNC(=O)COC(=O)c1cc([N+](=O)[O-])ccc1N1CCOCC1	-8%	-12	14%	16%	-2%	-23%	-1%	-3%	7%
CCn1c(SCC(=O)Nc2cccc(C)c2)nc2c(c1=O)SC(C)C2 (stereo not given)	-18%	·	-8%	2%	11%	-1%	-8%	-3%	i
CCN(CC)S(=O)(=O)c1ccc2c3c(cccc13)C(=O)S2	-17%	-15	11%	-6%	2%	?	-13%	-5%	4%[11.5 µM]
Cn1cnnc1SCC(=O)Nc1ccc(Cl)cn1	9%	13	24%	19%	41%[activator]	-2%	-11%	-2%	1%
Cc1cc(Cl)ccc1-n1c(-c2cccnc2)n[nH]c1=S	-14%	-11	1%	9%	-10%	-9%	-10%	-2%	3%
COc1ccc(O)c(C(=O)c2cnn(C(=O)c3cccc(S(=O)(=O)N4CCOCC4)c3)c2)c1	-23%	4	4%	24%	146%[activator]	-13%	5%	-6%	-9%
Cc1nc(-c2cccc(NC(=O)c3ccco3)c2)cs1	-4%	2	-10%	17%	59%[activator]	-9%	4%	2%	i
CCOC(=O)c1c(C)[nH]c(C(=O)CN2CC(C)OC(C)C2)c1C (stereo not given)	1%	-33	-12%	-2%	-5%	6%	-2%	-2%	i
CCN1C(=O)/C(=C/c2cn(-c3ccccc3)nc2-c2cccnc2)SC1=S	-19%	-3	·	·	-2%	·	3%	·	-7%
COc1cccc(CNc2nccs2)c1O	-11%	4	2%	51%[activator]	155%[activator]	-17%	-6%	-9%	-1%
N#Cc1c(SCC(=O)Nc2nccs2)nc2c(c1-c1ccco1)CCCC2	-6%	2	?	5%	?	?	-4%	?	-10%
CCCCN1C(=O)c2ccc(C(=O)Nc3cccnc3)cc2C1=O	-10%	-21	-18%	-7%	11%	-8%	2%	-2%	·
CC(C)(C)OC(=O)N1CCC(c2c(C(=O)N3CCN(c4ccccc4)CC3)cnn2-c2ccccc2)CC1	-4%	-12	11%	·	23%	-3%	5%	0%	-8%
Cc1nc2ccccc2n1CC(=O)N/N=C\C=C\c1ccccc1	-7%	9	10%	11%	1%	-19%	-2%	-4%	i
COC(=O)C(C)Oc1ccc2c(c1)O/C(=C\c1cccc(Br)c1)C2=O (stereo not given)	0%	9	-15%	-2%	?	-6%	-2%	-4%	i
Cc1ccc(N(CC(=O)NC(C)(C)C)C(=O)CS(=O)CC(=O)Nc2ccc(F)cc2)cc1 (stereo not given)	-8%	-4	49%	9%	13%	-13%	-6%	-2%	5%
O=C1/C(=C/c2cccs2)SC(=S)N1CCCC(=O)N(CCO)c1ccccc1	-9%	-3	9%	-13%[12.4 µM]	119%[activator]	5%	-26%	-2%	-1%

6 neighbouring compounds out of the list so far:
SMILES	Pol eta inh	RXFP1 antagonist	POLB inh	APE1 inh	POLI inh	Apoferritin bind	POLK inh	BLM inh	PGK inhibitor
COc1ccc(O)c(C(=O)c2cnn(C(=O)c3cccc(S(=O)(=O)N4CCOCC4)c3)c2)c1	-23%	4	4%	24%	146%[activator]	-13%	5%	-6%	-9%
Cc1nc(-c2cccc(NC(=O)c3ccco3)c2)cs1	-4%	2	-10%	17%	59%[activator]	-9%	4%	2%	i
CCOC(=O)c1c(C)[nH]c(C(=O)CN2CC(C)OC(C)C2)c1C (stereo not given)	1%	-33	-12%	-2%	-5%	6%	-2%	-2%	i
CCN1C(=O)/C(=C/c2cn(-c3ccccc3)nc2-c2cccnc2)SC1=S	-19%	-3	·	·	-2%	·	3%	·	-7%
COc1cccc(CNc2nccs2)c1O	-11%	4	2%	51%[activator]	155%[activator]	-17%	-6%	-9%	-1%
N#Cc1c(SCC(=O)Nc2nccs2)nc2c(c1-c1ccco1)CCCC2	-6%	2	?	5%	?	?	-4%	?	-10%

(continued)
SMILES	Pol eta inh	RXFP1 antagonist	POLB inh	APE1 inh	POLI inh	Apoferritin bind	POLK inh	BLM inh	PGK inhibitor
CC1(C)C(C=C(Cl)Cl)C1C(=O)Nc1ccc([N+](=O)[O-])cc1 (stereo not given)	-19%	-18	0%	28%	-2%	-8%	-24%	-7%	-7%
COC(=O)C1=C(C)OC(N)=C(C#N)C1c1cc2cccc(C)c2nc1Cl (stereo not given)	·	·	1%	-1%	·	-7%	·	-6%	·
C=CCn1c(C(C)NC(=O)CC)nc2ccccc21 (stereo not given)	-5%	0	14%	9%	-6%	-10%	-2%	-1%	·
COc1ccc(NC(=O)CN2C(=O)CC(C)(C)S(=O)(=O)c3ccccc32)cc1	-1%	·	31%	14%	50%[activator]	-14%	3%	-4%	-4%
S=c1[nH]nc2c3c4c(sc3ncn12)CCCC4	-14%	-13	5%	-7%	-4%	1%	-9%	1%	-7%
CCCOc1ccc(CN2CCOCC2)cc1OC	11%	28	13%	14%	-9%	4%	-11%	0%	-6%
O=C(NC(CSC(=O)c1ccccc1)C(=O)O)OCc1ccccc1 (stereo not given)	3%	-5	·	·	-6%	·	-18%	·	-2%
CCNC(=O)c1cccc(NC(=O)CN2C(=O)NC3(CCCCC3)C2=O)c1	-1%	-8	·	6%	10%	·	-3%	·	i
Cc1ccc(-c2noc(CN(C3CCCCC3)S(=O)(=O)c3ccc(F)cc3)n2)cc1	-21%	3	6%	·	5%	69%[activator]	7%	-10%	i
COc1ccc(-c2nc3c(c(SCC(=O)N4CCCCC4)n2)Cc2c(CO)cnc(C)c2O3)cc1	-3%	-7	5%	·	-7%	33%[activator]	1%	0%	-3%
C=CCn1c(SCC(=O)N(CCO)CCO)nc2sc3c(c2c1=O)CCC3	1%	-2	3%	6%	3%	0%	8%	0%	-3%
CC(C)S(=O)(=O)C1=NSC2=NC(=O)/C(=C\c3ccc(-c4cccc(C(=O)O)c4)o3)C(=N)N21	7.9µM*	6	32µM*	-4%	5.6µM*	-2%	28µM*	-4%	-18%
COCCCn1c(C)cc(C(=O)CN2c3cccc4cccc(c34)S2(=O)=O)c1C	-9%	-2	·	14%	-11%	·	-18%	·	3%
Cc1cc(OC(C)C(=O)NCCCN2CCCC2=O)c2c(C)c(C)c(=O)oc2c1 (stereo not given)	-14%	6	24%	33%	42%[activator]	-5%	2%	-4%	7%
COC(=O)[C@@]1(Cc2ccccc2)[C@H]2C(=O)N(Cc3ccccc3)C(=O)[C@H]2[C@H]2CN(C)C(=NCc3ccccc3)N21	-9%	·	·	·	-19%	·	-9%	·	0%
CC(C)c1nnc2c(N(C)S(=O)(=O)c3ccccc3)nc3ccccc3n12	14%	3	-6%	37%	4%	-4%	4%	-2%	-10%
CCc1ccc(NC(=O)C(=O)NCCc2csc(-c3cccc(F)c3)n2)cc1	-18%	-5	-26%	·	37%[activator]	-6%	1%[60.1 µM]	1%	i
COc1ccc(-c2cc(C(=O)N/N=C(\C)c3cccnc3)c3ccccc3n2)c(OC)c1	-18%	-8	16%	26%	4%	-22%	-14%	-5%	-5%
COC(=O)c1ccc(COc2ccc(C#N)cc2)o1	-19%	-2	-12%	2%	146%[activator]	-8%	1%	-4%	-3%
